Compound activity (PubChem BioAssay)
SR-BI DiI-HDL act = activators of SR-BI mediated HDL lipid uptake | CHO ldlA[mSR-BI] cells, DiI-HDL uptake fluorescence, 3 h; 100 = double the neutral-control signal | activation, % at 12.5 µM | actives 0.096% (n = 320,000) | AID 504775;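 active = mean replicate activation of at least 60% and every replicate at or above 60%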;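 note: 0% = median plate neutral-control signal and 100% = twice that signal; values of inactives mirror those of a sister screen read the other way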
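Material – SR-BI-overexpressing, LDLR-lacking CHO cells · Medium – BSA-supplemented, HEPES-buffered Ham's F12, pH 7.4 · Doses – single concentration · Times – compound with DiI-HDL co-incubation, 3 h at 37 °C · Measured by – bottom-read fluorescence, 550/595 nm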
SR-BI DiI inh = blocks mouse SR-BI lipid uptake from DiI-HDL; ldlA[mSR-BI] CHO cells, DiI-HDL uptake fluorescence, 3 h; inhibition, % at 12.5 µM; actives 0.96% (n = 320,000); AID 488896;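 active = mean replicate inhibition of at least 70% and a set share of replicates each scoring 70 or more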;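 note: 0% = median of neutral control wells and 100% = median of positive control wells; values of inactives mirror those of a sister screen read the other way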
Target sequence (Q61009 whole entry, looked up): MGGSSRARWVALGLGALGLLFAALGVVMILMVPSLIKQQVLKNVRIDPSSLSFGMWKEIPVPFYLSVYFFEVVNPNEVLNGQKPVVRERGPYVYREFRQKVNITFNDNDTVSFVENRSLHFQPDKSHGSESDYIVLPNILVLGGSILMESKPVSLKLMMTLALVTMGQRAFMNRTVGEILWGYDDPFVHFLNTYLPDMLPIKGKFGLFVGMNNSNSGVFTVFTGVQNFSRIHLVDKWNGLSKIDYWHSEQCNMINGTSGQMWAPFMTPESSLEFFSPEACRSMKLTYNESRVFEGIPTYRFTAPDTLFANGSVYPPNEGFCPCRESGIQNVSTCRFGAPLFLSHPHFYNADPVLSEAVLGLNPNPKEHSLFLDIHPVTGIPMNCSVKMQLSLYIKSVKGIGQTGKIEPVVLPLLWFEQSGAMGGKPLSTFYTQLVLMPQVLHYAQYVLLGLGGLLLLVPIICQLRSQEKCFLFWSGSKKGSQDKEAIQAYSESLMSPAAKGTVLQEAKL
phage Ecoli inh = E. coli growth loss with phage present | growth absorbance | inhibition, % at 11.9 µM | actives 0.26% (n = 360,000) | AID 651602; in the data active = inhibition above about 11%
CAL PDZ FP-1 = inhibitors of human CAL PDZ peptide binding; actives 0.92% (n = 300,000); inhibition, % at 24.9 µM; AID 602252; Q9HD26; purified CAL PDZ, TMR-peptide fluorescence polarization, 1 h;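 active = mean inhibition of at least 30% with at least half of replicates also reaching 30%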;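 note: 0% = DMSO neutral control and 100% = excess unlabeled competitor peptide PRC23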
Tat transport = blocks Tat-dependent protein export in E. coli. E. coli MC4100 TorA-mCherry Tat export, fluorescence. inhibition, % at 10 µM. actives 0.036% (n = 340,000). AID 488895;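 active = mean replicate inhibition at least 50% and at least half of replicates individually reaching 50%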;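 note: exported cargo escapes ClpAP degradation while cytoplasmic cargo is degraded and loses fluorescence; 0% = median of neutral control wells and 100% = median of NaSCN control wells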
Wnt act = activators of Wnt/beta-catenin signaling | Wnt/beta-catenin reporter cell assay, activator, plate reader | activation, % at 9.35 µM | actives 1.2% (n = 300,000) | AID 743398; in the data active = activation above about 30%, passing the limit was not always enough;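 note: 0% = neutral control wells and 100% = positive control wells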
E coli growth = reduces bacterial viability in AddAB counter-screen; inhibition, % at 11.9 µM; AID 449728; E. coli V3065 growth, OD600 absorbance, 18 h; actives 0.27% (n = 330,000);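 active = inhibition above the campaign's mean inhibition across all tested compounds plus 3 SD, cut at about 9.9% in these data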;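 note: uninfected addAB+ strain grown without phage in ampicillin broth; 0% = DMSO wells and 100% = ciprofloxacin 0.95 µg/ml wells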
MITF TRPM1 HTS = increases MITF-driven TRPM1 promoter luciferase signal; SK-MEL-5 TRPM1-promoter luciferase, 24 h; % of positive control, neutral wells = 0; activation, % at 12.5 µM; actives 0.75% (n = 300,000); AID 588334;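 active = mean activation of at least 80% with every replicate also reaching 80%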;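 note: 0% = neutral control wells and 100% = parthenolide positive control wells; values of inactives mirror those of a sister screen read the other way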
CAL PDZ FP-2 = inhibitors of human CAL PDZ peptide binding. inhibition, % at 20 µM. purified CAL PDZ, TMR-peptide fluorescence polarization, 1 h. Q9HD26. AID 504414. actives 0.02% (n = 330,000);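 active = highest replicate inhibition of at least 40%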;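 note: plate controls were DMSO neutral control wells for no effect and unlabeled competitor peptide control wells for full effect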
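material = purified tagged CAL PDZ domain construct (CerCALP) | compound dosing = 20 µM, one dose | times = 1 h at RT | measured by = fluorescence polarization from S- and P-plane intensities, G-factor corrected | read-out = inhibition from polarization loss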
AddAB inh = less growth of phage-infected E. coli with AddAB; E. coli expressing H. pylori AddAB, absorbance growth; inhibition, % at 11.9 µM; actives 0.29% (n = 330,000); AID 435030; in the data active = inhibition above about 12%;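 note: 0% = vehicle wells of infected cells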
The depositor's hits bear a star. Compounds as they come; overall some 3.6% were active at least once.

What do the screens show for `Cc1nc(SCC(=O)NCc2ccco2)nc(C)c1C`?
SR-BI DiI-HDL act: 21; SR-BI DiI inh: -21; phage Ecoli inh: 1.3; CAL PDZ FP-1: -3; Tat transport: -9; E coli growth: -2.1; CAL PDZ FP-2: -1.5; AddAB inh: 0.4

How did O=C(CSc1ccc(-c2ccccn2)nn1)c1ccc(F)cc1 do in these assays?
SR-BI DiI-HDL act: -1; SR-BI DiI inh: 1; phage Ecoli inh: 3.6; CAL PDZ FP-1: 0; Tat transport: 0; Wnt act: 4; E coli growth: 11*; MITF TRPM1 HTS: -5; CAL PDZ FP-2: -0.4; AddAB inh: 8.3

What do the screens show for `O=C(NCCCN=C1NS(=O)(=O)c2ccccc21)c1ccccc1Cl`?
phage Ecoli inh: 1.9; CAL PDZ FP-1: 2; Tat transport: 1; Wnt act: -1; E coli growth: 0.2; MITF TRPM1 HTS: 14; CAL PDZ FP-2: -1.6; AddAB inh: -0.4

How did COC(=O)C1=C(N)c2ccccc2C1(C#N)c1ccccc1 (centres undefined) do in these assays?
SR-BI DiI-HDL act: 3; SR-BI DiI inh: -3; phage Ecoli inh: 2.6; CAL PDZ FP-1: -9; Tat transport: 6; E coli growth: -1.1; MITF TRPM1 HTS: 9; CAL PDZ FP-2: -0.1; AddAB inh: 0.3

Results for Cc1ccccc1CCN(C(=O)Cn1nnc2ccccc21)C(C(=O)NCC1CCCO1)c1nc2ccccc2n1C (centres undefined) ?
SR-BI DiI-HDL act: 20; SR-BI DiI inh: -20; phage Ecoli inh: 4.6; CAL PDZ FP-1: -1; Tat transport: -5; E coli growth: -0.9; MITF TRPM1 HTS: -7; CAL PDZ FP-2: -1.6; AddAB inh: 0.6

What do the screens show for `COc1ccc(N(CC(=O)N/N=C/c2ccc(-c3ccc([N+](=O)[O-])cc3)o2)S(=O)(=O)c2ccc(C)cc2)cc1`?
SR-BI DiI-HDL act: 10; SR-BI DiI inh: -10; phage Ecoli inh: 2.6; CAL PDZ FP-1: 1; Tat transport: -11; Wnt act: 1; E coli growth: -0.7; MITF TRPM1 HTS: 2; CAL PDZ FP-2: -7.3; AddAB inh: -1.7

Results for Cc1[nH]n(-c2ccccc2)c(=O)c1-c1ccc(Cl)cc1 ?
SR-BI DiI-HDL act: -3; SR-BI DiI inh: 3; phage Ecoli inh: 1.7; CAL PDZ FP-1: -5; Tat transport: 11; E coli growth: 4.4; CAL PDZ FP-2: -4.3; AddAB inh: 4.3

What do the screens show for `CC(=O)NCc1cc(-c2ccc(Cl)cc2)no1`?
SR-BI DiI-HDL act: 9; SR-BI DiI inh: -9; phage Ecoli inh: 3.2; CAL PDZ FP-1: -19; Tat transport: 3; Wnt act: 0; E coli growth: 0.8; MITF TRPM1 HTS: 4; CAL PDZ FP-2: -1.4; AddAB inh: 3.6

What do the screens show for `CC1(C)CC(=O)C(C(=S)Nc2ccccc2)=C(NC2CC(C)(C)NC(C)(C)C2)C1`?
SR-BI DiI-HDL act: 24; SR-BI DiI inh: -24; phage Ecoli inh: 4.2; CAL PDZ FP-1: 0; Tat transport: -4; Wnt act: -7; E coli growth: -0.6; MITF TRPM1 HTS: 5; CAL PDZ FP-2: -2.8; AddAB inh: 4.1

Results for CC(C)NC(=O)Nc1ccc2c(c1)C(=O)N([C@H](C)CO)C[C@H](C)[C@@H](CN(C)C(=O)Nc1ccc(C(F)(F)F)cc1)O2 ?
SR-BI DiI-HDL act: -3; SR-BI DiI inh: 3; phage Ecoli inh: -2.1; CAL PDZ FP-1: 5; Tat transport: 0; Wnt act: -2; E coli growth: 0.2; MITF TRPM1 HTS: 0; CAL PDZ FP-2: -0.9; AddAB inh: -0.7

What do the screens show for `CCOC(=O)/C=C1\CN(Cc2ccc(OC)cc2)S(=O)(=O)c2ccccc21`?
SR-BI DiI-HDL act: -39; SR-BI DiI inh: 39; phage Ecoli inh: 2.2; CAL PDZ FP-1: -1; Tat transport: 0; Wnt act: -2; E coli growth: -0.3; MITF TRPM1 HTS: -3; CAL PDZ FP-2: -0.9; AddAB inh: 0.9

Results for CN1CCN(Cc2cc(Cl)c3cccnc3c2OC(=O)c2cccs2)CC1 ?
SR-BI DiI-HDL act: 19; SR-BI DiI inh: -19; phage Ecoli inh: 3.1; CAL PDZ FP-1: -1; Tat transport: 6; Wnt act: 62*; E coli growth: -9.5; MITF TRPM1 HTS: -29; CAL PDZ FP-2: -1.9; AddAB inh: -6.3

Results for CC1CCC(N2CCN(c3ncccn3)CC2)CC1 (centres undefined) ?
SR-BI DiI-HDL act: 0; SR-BI DiI inh: 0; phage Ecoli inh: 4.5; CAL PDZ FP-1: 0; Tat transport: 1; E coli growth: -0.4; MITF TRPM1 HTS: 3; AddAB inh: 1.6

What do the screens show for `Cc1cccc(N(Cc2cc3ccccc3[nH]c2=O)C(=O)c2cccs2)c1`?
phage Ecoli inh: 1.7; CAL PDZ FP-1: -5; Tat transport: 0; Wnt act: 0; E coli growth: 1.2; MITF TRPM1 HTS: -4; CAL PDZ FP-2: -1.8; AddAB inh: 2.3

How did Cc1noc(C)c1S(=O)(=O)Nc1ccc2c(c1)C(=O)N([C@H](C)CO)C[C@H](C)[C@@H](CN(C)S(=O)(=O)c1ccc(F)cc1)O2 do in these assays?
SR-BI DiI-HDL act: 0; SR-BI DiI inh: 0; phage Ecoli inh: 2.0; CAL PDZ FP-1: -1; Tat transport: 2; Wnt act: 9; E coli growth: -0.3; MITF TRPM1 HTS: -1; CAL PDZ FP-2: -0.7; AddAB inh: 2.6

How did CN(c1ccccc1)c1nccc(=O)[nH]1 do in these assays?
SR-BI DiI-HDL act: -6; SR-BI DiI inh: 6; phage Ecoli inh: 1.9; CAL PDZ FP-1: -1; Tat transport: -1; Wnt act: 7; E coli growth: 3.7; MITF TRPM1 HTS: -1; CAL PDZ FP-2: 0.5; AddAB inh: 2.1

What do the screens show for `C=C1CCN([C@@H](CC(C)C)C(=O)NCCC(C)C)S(=O)(=O)c2ccccc21`?
SR-BI DiI-HDL act: -1; SR-BI DiI inh: 1; phage Ecoli inh: 1.7; CAL PDZ FP-1: -1; Tat transport: 11; Wnt act: 0; E coli growth: -0.5; MITF TRPM1 HTS: 9; CAL PDZ FP-2: 1.2; AddAB inh: -1.0

Results for N#Cc1ccc(C(=O)NCC(c2ccco2)N2CCCCC2)cc1 (centres undefined) ?
SR-BI DiI-HDL act: 4; SR-BI DiI inh: -4; phage Ecoli inh: 3.7; CAL PDZ FP-1: 1; Tat transport: -3; Wnt act: -3; E coli growth: -2.3; MITF TRPM1 HTS: 5; CAL PDZ FP-2: 0.3; AddAB inh: 4.2

How did CCCc1ncc(C(O)(c2ccccc2)c2ccc(C)cc2)n1C (centres undefined) do in these assays?
SR-BI DiI-HDL act: 11; SR-BI DiI inh: -11; phage Ecoli inh: 0.0; CAL PDZ FP-1: -2; Tat transport: -9; Wnt act: -3; E coli growth: 1.6; MITF TRPM1 HTS: 5; CAL PDZ FP-2: 0.5; AddAB inh: 0.6

Results for CCC(COC)NC(=O)CCc1nnc(Cc2c[nH]c3ccccc23)o1 (centres undefined) ?
SR-BI DiI-HDL act: 19; SR-BI DiI inh: -19; phage Ecoli inh: 3.9; CAL PDZ FP-1: 6; Tat transport: 3; Wnt act: 1; E coli growth: -0.5; MITF TRPM1 HTS: -7; AddAB inh: 2.7

How did O=C(O)c1ccc(S(=O)(=O)NCC2CCCO2)cc1 (centres undefined) do in these assays?
SR-BI DiI-HDL act: 13; SR-BI DiI inh: -13; phage Ecoli inh: -1.6; CAL PDZ FP-1: -3; Tat transport: 8; Wnt act: 0; E coli growth: -1.2; MITF TRPM1 HTS: -2; CAL PDZ FP-2: -1.9; AddAB inh: -1.6

What do the screens show for `CCOC(=O)c1nc(N2CCN(C(=O)OCC)CC2)c2c3c(sc2n1)CCCC3`?
SR-BI DiI-HDL act: -17; SR-BI DiI inh: 17; phage Ecoli inh: 0.4; CAL PDZ FP-1: -4; Tat transport: 1; E coli growth: -1.1; MITF TRPM1 HTS: 6; CAL PDZ FP-2: -2.4; AddAB inh: 2.0

What do the screens show for `CC(=C/c1ccccc1)/C=N/Nc1nc(N2CCOCC2)nc(N2CCOCC2)n1`?
SR-BI DiI-HDL act: -9; SR-BI DiI inh: 9; phage Ecoli inh: 3.9; CAL PDZ FP-1: 0; Tat transport: -2; Wnt act: 0; E coli growth: 1.1; MITF TRPM1 HTS: 1; CAL PDZ FP-2: -2.5; AddAB inh: 0.9

How did CCCCOC(=O)CCCc1ccc([N+](=O)[O-])cc1[N+](=O)[O-] do in these assays?
SR-BI DiI-HDL act: -6; SR-BI DiI inh: 6; phage Ecoli inh: 4.9; CAL PDZ FP-1: -3; Tat transport: 4; E coli growth: 0.8; MITF TRPM1 HTS: -1; CAL PDZ FP-2: -1.6; AddAB inh: 1.3

What do the screens show for `CCN(CC)C(=O)CSc1nc2c(sc(=S)n2-c2ccc(C)cc2C)c(=O)[nH]1`?
SR-BI DiI-HDL act: 7; SR-BI DiI inh: -7; phage Ecoli inh: 2.3; CAL PDZ FP-1: -3; Tat transport: 4; Wnt act: -3; E coli growth: -0.9; MITF TRPM1 HTS: 1; CAL PDZ FP-2: -1.8; AddAB inh: 2.5

What do the screens show for `O=C(CNC(=S)N(Cc1ccccc1)Cc1cccs1)NCc1ccc(F)cc1`?
SR-BI DiI-HDL act: -8; SR-BI DiI inh: 8; phage Ecoli inh: -0.1; CAL PDZ FP-1: -3; Tat transport: 7; Wnt act: 1; MITF TRPM1 HTS: -4; CAL PDZ FP-2: -1.8

Results for CN(CCc1ccccn1)c1ccc([N+](=O)[O-])cn1 ?
SR-BI DiI-HDL act: 0; SR-BI DiI inh: 0; phage Ecoli inh: -0.6; CAL PDZ FP-1: -4; Tat transport: -4; Wnt act: -4; E coli growth: 1.2; MITF TRPM1 HTS: 11; CAL PDZ FP-2: 1.2; AddAB inh: 2.3

Results for O=C(c1cn(Cc2ccccc2)nc1-c1cccnc1)N1CCN(Cc2c(F)cccc2Cl)CC1 ?
SR-BI DiI-HDL act: -24; SR-BI DiI inh: 24; phage Ecoli inh: 0.8; CAL PDZ FP-1: -1; Tat transport: -2; Wnt act: -1; E coli growth: 1.1; MITF TRPM1 HTS: -4; CAL PDZ FP-2: -0.8; AddAB inh: 0.5

How did COc1ccc(/C=C/C(=O)O)cc1S(=O)(=O)N1CCc2ccccc2C1 do in these assays?
SR-BI DiI-HDL act: 2; SR-BI DiI inh: -2; phage Ecoli inh: 5.0; CAL PDZ FP-1: 3; Tat transport: -1; Wnt act: 12; E coli growth: 0.3; MITF TRPM1 HTS: -10; CAL PDZ FP-2: -0.9; AddAB inh: 3.3

How did Cc1ccc(N2CCN(S(=O)(=O)c3ccc4c(c3)NC(=O)C(C)C(=O)N4)CC2C)cc1 (centres undefined) do in these assays?
SR-BI DiI-HDL act: 26; SR-BI DiI inh: -26; phage Ecoli inh: 1.1; Tat transport: -2; Wnt act: -3; E coli growth: -1.1; CAL PDZ FP-2: 0.3; AddAB inh: -1.9
